PfHsp90 yeast 2: inhibits growth of yeast expressing Plasmodium falciparum Hsp90; 0.32% of 310,000 active; inhibition, % at 9.4 µM; AID 504621; S. cerevisiae expressing PfHsp90, BacTiter-Glo ATP, 48 h; yeast lacking PDR1 and PDR3 efflux regulators;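 active means every replicate shows inhibition above about 80%, whatever the replicate mean, limit read from the data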;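 further: 0% = DMSO neutral controls and 100% = 20 µM radicicol positive controls; yeast relying on Plasmodium falciparum Hsp90 in place of its own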
Ecoli viability: counter-screen for AddAB inhibitors: E. coli growth inhibition. E. coli V3065 growth, OD600 absorbance, 18 h. inhibition, % at 11.9 µM. 0.27% of 330,000 active;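 active means inhibition above the campaign's mean inhibition across all tested compounds plus 3 SD, cut at about 9.9% in these data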;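 further: uninfected addAB+ strain grown without phage in ampicillin broth; 0% = DMSO wells and 100% = ciprofloxacin 0.95 µg/ml wells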
MOR-DOR ag: OPRM1-OPRD1 heterodimerization agonism; P35372+P41143; cells, luminescence; activation, % at 9.3 µM; 0.3% of 340,000 active; AID 504326; in the data active means activation above about 18%;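 further: 0% = vehicle-treated cells and 100% = reference agonist; values of inactives mirror those of a sister screen read the other way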
AddAB inh: less growth of phage-infected E. coli with AddAB | E. coli expressing H. pylori AddAB, absorbance growth | inhibition, % at 11.9 µM | 0.29% of 330,000 active | AID 435030; in the data active means inhibition above about 12%;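 further: 0% = vehicle wells of infected cells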
PKA-R1A act: PKA-R1A complex activation; P00514+P68181; PKA-R1A dissociation, Cy5-IP20 fluorescence polarization; scaled: DMSO 0%, 113 µM cGMP 100%; activation, % at 11.4 µM; 0.083% of 340,000 active; AID 504707;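 active means percent activation above the mean of all tested compounds plus 3 SD, cut at about 19% in these data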;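 further: higher means more PKAc released from R1A so a rise in polarization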
SUMO Mot1 rescue: SUMOylation pathway inhibition by Mot1-301 growth rescue; S. cerevisiae Mot1-301 growth rescue, ATP luminescence, 38.5C; percent above DMSO median, 100 means doubled; growth rescue, % at 18.8 µM; 1% of 320,000 active; AID 2716;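 active means every valid replicate shows activation above 250% relative to neutral control wells; inactive means the rest, any valid replicate at or below 250%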;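 further: OY570 slx delta 5 strain wells were the positive control but not used for scaling; some compounds called inactive have numbers as strong as hits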
Tat export inh: inhibitors of E. coli Tat protein transport; 0.036% of 340,000 active; AID 488895; inhibition, % at 10 µM; E. coli MC4100 TorA-mCherry Tat export, fluorescence;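 active means mean replicate inhibition at least 50% and at least half of replicates individually reaching 50%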;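 further: exported cargo escapes ClpAP degradation while cytoplasmic cargo is degraded and loses fluorescence; 0% = median of neutral control wells and 100% = median of NaSCN control wells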
HTR5A inv ctr: counter-screen for OPRM1-OPRD1 inverse agonists: human HTR5A inverse agonism | P47898 | HTR5A cell line, luminescence | inhibition, % at 9.3 µM | 0.083% of 340,000 active | AID 504634; in the data active means inhibition mostly above about 23%, no sharp cut-off; inactive means mostly below about 18%;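 further: 0% = cells with DMSO and 100% = no-cell wells with DMSO; some compounds called inactive have numbers as strong as hits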
Target sequence (P47898 whole entry, looked up): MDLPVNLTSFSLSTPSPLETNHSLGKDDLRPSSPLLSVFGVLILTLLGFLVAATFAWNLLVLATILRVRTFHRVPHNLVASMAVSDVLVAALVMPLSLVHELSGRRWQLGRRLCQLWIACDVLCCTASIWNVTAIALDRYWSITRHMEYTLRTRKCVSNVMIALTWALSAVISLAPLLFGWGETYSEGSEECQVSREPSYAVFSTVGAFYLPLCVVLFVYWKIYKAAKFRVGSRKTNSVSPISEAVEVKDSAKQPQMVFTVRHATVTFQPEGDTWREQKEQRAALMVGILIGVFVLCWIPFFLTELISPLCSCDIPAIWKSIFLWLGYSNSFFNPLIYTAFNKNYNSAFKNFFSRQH
phage Ecoli inh: E. coli growth loss with phage present. growth absorbance. 0.26% of 360,000 active. inhibition, % at 11.9 µM; in the data active means inhibition above about 11%
MOR-DOR inv ag: inverse agonists of human mu-delta opioid receptor heterodimerization | inhibition, % at 9.3 µM | cell-based MOR-DOR heterodimer luminescence, inverse agonism | 0.21% of 340,000 active; in the data active means inhibition above about 22%, passing the limit was not always enough;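 further: 0% = cells with DMSO and 100% = wells without cells with DMSO; values of inactives mirror those of a sister screen read the other way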
PKA-R2B activ: PKA-R2B complex activation; PKA-R2B holoenzyme dissociation, Cy5-IP20 fluorescence polarization; R2B truncated from residue 108, S112A mutant; 0% DMSO only, 100% 113 µM cGMP; activation, % at 11.4 µM; 0.079% of 340,000 active; AID 504700;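 active means activation above a cutoff set at the mean over all compounds plus 3 SD, cut at about 18% in these data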;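 further: higher means more holoenzyme dissociation and a rise in polarization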
Target sequence (P31323 whole entry, looked up, other chains not shown, the tested form may be a part): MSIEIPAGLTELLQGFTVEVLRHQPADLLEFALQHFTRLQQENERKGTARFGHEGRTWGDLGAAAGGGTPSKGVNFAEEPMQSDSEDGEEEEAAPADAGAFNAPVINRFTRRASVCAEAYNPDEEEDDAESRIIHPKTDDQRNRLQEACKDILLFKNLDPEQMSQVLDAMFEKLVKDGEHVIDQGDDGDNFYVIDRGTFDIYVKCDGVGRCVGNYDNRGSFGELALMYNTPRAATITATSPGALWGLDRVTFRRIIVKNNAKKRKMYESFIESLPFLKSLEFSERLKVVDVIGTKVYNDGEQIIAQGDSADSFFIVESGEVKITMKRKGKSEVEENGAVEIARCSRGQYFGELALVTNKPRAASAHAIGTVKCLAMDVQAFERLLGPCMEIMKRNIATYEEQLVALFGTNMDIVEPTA
* marks the source's active call; other numbers are inactive results; · = not tested or not shown.

SMILES	PfHsp90 yeast 2	Ecoli viability	MOR-DOR ag	AddAB inh	PKA-R1A act	SUMO Mot1 rescue	Tat export inh	HTR5A inv ctr	phage Ecoli inh	MOR-DOR inv ag	PKA-R2B activ
CCNC(=O)c1ccc(C2SCC(=O)N2Cc2ccco2)cc1 (stereo not given)	9	1.5	-1.1	0.4	0	-3	-4	-1	2.6	6	-6
O=C(CSc1nc2ccccc2c(=O)n1-c1ccccc1)c1c[nH]c2ccccc12	6	-0.9	0.7	1.8	-11	-7	-3	-10	2.0	-5	3
Cc1[nH]c2ccc(C(=O)O)cc2c1C	-6	1.4	-1.3	-1.3	-3	-5	5	-9	0.7	7	-1
COc1ccc(Cc2nn[nH]n2)cc1	·	0.2	-1.0	-0.1	4	50	-5	2	1.0	6	-6
C#CCOCCOCCOCCNc1nc(N2CCN(C(=O)[C@H]([C@@H](C)CC)n3cc(CCCCN)nn3)CC2)nc(N2CCN(C(=O)[C@H](CCCCN)n3cc(CC(C)O)nn3)CC2)n1 (stereo not given in full)	10	-4.6	1.1	1.4	-6	4	-9	-13	1.8	-6	3
Cc1cccc(N2CCN(S(=O)(=O)c3ccc4c(c3)NC(=O)CO4)CC2)c1C	-54	-2.7	5.7	1.2	-12	-13	4	3	4.4	-30	0
O=C(CN1C(=O)C(c2ccccc2)Oc2cccnc21)NCc1ccccc1F (stereo not given)	-3	-2.4	-3.6	1.7	1	-4	-3	-14	2.7	18	1
Cc1ccc2c(CN3CCN(Cc4ccccc4)CC3)cc(=O)oc2c1	12	1.0	0.3	0.7	12	4	-10	11	-0.6	-2	9
CCOc1ccc(C(=O)Nc2ccc3c(c2)OCCO3)cc1OC	22	4.3	-3.5	2.7	-3	-13	-3	-1	4.8	18	-12
COc1ccccc1NC(=O)Cn1cc(C#N)c2ccccc21	0	0.3	-2.1	0.2	-3	19	-2	-2	-0.4	11	1
Nc1nc(N2CCOCC2)nc2ccccc12	-5	-0.9	-3.1	-1.4	-5	4	-5	-13	3.5	17	-8
C/C=C/c1ccc(OCC(=O)OCc2csc(CC(=O)Nc3ccccc3C)n2)c(OC)c1	-6	-1.0	0.0	0.6	-2	15	3	17	2.0	0	1
CC(C)(C)OC(=O)N1CCOCCOCCN(C(=O)OC(C)(C)C)CCOCCOCC1	-43	-3.5	1.3	1.7	-4	10	-1	11	3.2	-7	-16
CCOC(=O)N1CCN(C(=O)c2cnc3n(c2=O)CCS3)CC1	14	-2.8	-0.2	0.5	4	10	1	1	2.5	1	-5
COc1ccc(C(=O)N2CCN=C2SCc2cccnc2)c(OC)c1	-3	-2.1	-0.7	1.7	0	289	-9	1	2.6	3	-7
CCCn1nc(C(=O)OCC(=O)c2ccccc2)c2ccccc2c1=O	15	-2.2	0.2	1.9	-10	-16	-1	5	3.0	-1	4
COCCNC(=S)N1CCN(c2cccc(C)c2C)CC1	-6	-0.1	-2.6	3.6	2	-14	1	-10	5.1	14	1
O=C(c1ccc(Br)o1)N1CC=C(c2ccccc2)CC1	-21	1.0	3.1	0.2	-7	104	7	16	-0.7	-15	-4
O=C(Nc1ccccc1N1CCOCC1)C1CCN(S(=O)(=O)c2cccc(C(F)(F)F)c2)CC1	-1	-0.5	-0.1	3.1	-10	1	-1	4	3.5	1	-7
COc1ccc(CN2CCC(n3nccc3NC(=O)CCOc3ccccc3)CC2)cc1C	-17	-3.6	-0.9	2.5	8	4	0	7	2.5	4	6

Three compounds out of the list, arranged by number of heavy atoms, smallest number first.
SMILES	PfHsp90 yeast 2	Ecoli viability	MOR-DOR ag	AddAB inh	PKA-R1A act	SUMO Mot1 rescue	Tat export inh	HTR5A inv ctr	phage Ecoli inh	MOR-DOR inv ag	PKA-R2B activ
COCCNC(=S)N1CCN(c2cccc(C)c2C)CC1	-6	-0.1	-2.6	3.6	2	-14	1	-10	5.1	14	1
CCCn1nc(C(=O)OCC(=O)c2ccccc2)c2ccccc2c1=O	15	-2.2	0.2	1.9	-10	-16	-1	5	3.0	-1	4
C/C=C/c1ccc(OCC(=O)OCc2csc(CC(=O)Nc3ccccc3C)n2)c(OC)c1	-6	-1.0	0.0	0.6	-2	15	3	17	2.0	0	1

More entries.
SMILES	PfHsp90 yeast 2	Ecoli viability	MOR-DOR ag	AddAB inh	PKA-R1A act	SUMO Mot1 rescue	Tat export inh	HTR5A inv ctr	phage Ecoli inh	MOR-DOR inv ag	PKA-R2B activ
CC(=O)c1ccc(N(CC(=O)NC2CCCCC2)C(=O)CNC(=O)c2ccco2)cc1	-4	-1.6	-0.3	2.9	2	-25	3	3	1.1	2	-1
COc1cccc(C(=O)Nc2sc3c(c2C(=O)O)CCCC3)c1	-11	·	-1.6	·	-4	-8	-2	11	1.8	9	-4
O=C1CSC(c2ccccc2)N1c1ccc([N+](=O)[O-])cc1 (stereo not given)	-13	-1.0	-3.1	0.2	-6	283	-1	-9	0.3	16	7
CCOC(=O)c1csc(NC(=O)CSc2nnnn2-c2ccc3c(c2)OCCO3)n1	9	-1.6	3.0	1.6	6	-10	-6	6	1.8	-14	-3
Cc1cccn2c(=O)nc(SCC(=O)N3CCC(Cc4ccccc4)CC3)nc12	·	-0.9	-1.4	4.1	0	3	1	-10	3.1	9	-3
O=C(O)c1ccc(SCc2cnc(Cl)s2)cc1	-429	-1.3	-1.8	-0.8	3	4	-3	3	3.4	10	5
Cc1ccccc1N1Cc2ccccc2C1	2	-1.7	-1.3	2.0	-15	-6	0	14	1.3	7	-10
Cc1ccc2c(c1C)-c1c(ccc(C)c1C)C(=O)C2=O	103*	·	21*	·	1	·	-10	-12	1.6	-93	-4
Cc1csc(SCC(=O)Nc2cc(C(C)(C)C)nn2-c2ccccc2)n1	·	-1.5	-0.2	3.1	3	19	0	0	3.7	1	-2
O=C(Cn1nnc(-c2ccccc2F)n1)NCc1ccco1	-12	1.4	-1.9	3.7	-12	-2	1	7	2.9	11	-4
Cc1ccc(S(=O)(=O)N2CCN(C(=O)[C@H](Cc3ccccc3)NC(=O)c3ccco3)CC2)cc1C	26	-0.5	0.0	2.6	-10	-10	-2	25	1.1	0	-1
O=C1C2C3C=CC(CC3)C2C(=O)N1c1ccccc1 (stereo not given)	-15	·	-1.8	·	-8	-4	-2	-16	0.2	9	6
Cc1cccc(NC(=O)C(=O)NCCCN2CCOCC2)c1	7	1.4	-1.0	2.8	-16	22	6	-20	2.2	5	2
Cc1cc(=O)oc2cc(O)c(N=Nc3ccccc3)cc12	-25	-0.8	-1.2	0.5	-7	18	-7	-6	-1.1	6	-2
CCOC(=O)c1c(C)[nH]c(C)c1S(=O)(=O)N1CCN(c2ccc([N+](=O)[O-])cc2)CC1	4	1.2	-1.8	1.3	-8	-6	-9	14	2.5	9	2
CCOC(=O)N1C(=O)NC(=O)C1c1ccc(Cl)cc1 (stereo not given)	-12	·	-0.9	·	-1	·	-1	2	3.0	5	7
CC1CCCC(NC(=O)Cn2cc(Br)ccc2=O)C1C (stereo not given)	3	1.7	-2.1	4.0	-19	-17	-12	-2	1.5	8	-5
CCN1CCc2c(sc(NC(=O)c3cc4ccccc4cc3OC)c2C(N)=O)C1	4	1.4	2.7	0.4	-11	53	-6	6	1.6	-14	3
COc1ccc(-n2ncc3c2CC(C)(C)CC3NC(=O)c2ccnn2C)cc1 (stereo not given)	-45	-1.1	0.1	2.4	11	-4	-3	-12	1.1	0	-3
Cc1nc2ccc(C(=O)N(C)CC3CCCN(CCc4ccc(Cl)cc4)C3)cc2[nH]1 (stereo not given)	17	0.7	-2.7	1.5	5	4	5	12	3.6	14	-5
Cc1ccccc1CC1(CO)CCCN(C(=O)c2ccc(F)cc2)C1 (stereo not given)	-6	0.2	0.7	-0.6	-7	9	-1	-15	0.8	-3	6
CCN(CC)P(=O)(Nc1ccc(Br)cc1)c1c(C)nn(CCC#N)c1NC(=O)c1ccc(Cl)cc1 (stereo not given)	-31	0.8	-2.2	3.1	0	6	5	-1	1.7	14	-3
Cn1c(=O)n(Cc2ccccc2)c(=O)c2c1nc1n2CCS1	7	-3.4	-2.7	-1.1	8	-3	-4	-16	0.9	15	0
CC(C)[C@H](NC(=O)[C@@H]1Cc2c([nH]c3ccccc23)C2c3ccccc3C(=O)N21)C(=O)NCC1CCCO1 (stereo not given in full)	5	0.0	-3.0	3.2	0	2	5	7	0.1	15	-9
Cc1cccc(-c2n[nH]c(=S)n2/N=C/c2ccco2)c1	-16	-0.6	-1.2	1.9	-7	107	-7	15	0.7	6	-7
Cc1occc1C(=O)NCCCc1ccccc1	1	1.7	-2.0	1.1	12	10	-4	-28	3.6	11	0
CCCCn1c(=N)n(CC(O)COc2cccc(C)c2)c2ccccc21 (stereo not given)	·	-0.5	2.4	2.1	-8	-13	19	-14	4.1	-11	-12
CC(=O)Oc1cccc(C(=O)Nc2ccc(NC(=O)c3cccs3)cc2)c1	-4	1.2	-1.7	1.9	-4	384	3	-15	2.4	10	-2
O=C(c1ccc(Cl)c(Cl)c1)N1CCC(O)(CN2CCOCC2)CC1	-2	0.9	-0.3	2.5	-2	11	2	-16	1.8	1	3
O=C(COC(=O)/C=C/c1cccc(F)c1)Nc1ccccc1	22	2.6	1.3	4.5	-1	-9	-4	-13	4.3	-6	1
O=C(c1cc(F)c(F)cc1Cl)N1CCCCC1	·	2.2	0.6	2.7	-9	6	1	8	-0.4	-3	-4
O=C(CN1C2CCCC1CC(NC(=O)C1CCCCC1)C2)Nc1ccccc1C(F)(F)F (stereo not given)	8	-1.0	4.3	3.5	3	93	9	-9	1.9	-23	1
COc1ccc(N(C(=O)c2ccco2)C(C(=O)NC2CCCC2)c2ccccc2)cc1 (stereo not given)	1	0.1	1.0	0.8	0	-5	-10	-3	0.6	-8	-3
CN1CCN(C(CNS(=O)(=O)c2cccs2)c2cccnc2)CC1 (stereo not given)	-9	-0.6	0.7	-0.8	-5	-8	9	-15	3.4	-4	-7
O=[N+]([O-])c1cccc(-c2noc(COc3ccccc3)n2)c1	3	0.0	-0.2	3.6	2	28	5	-9	2.4	1	-7
O=C(Cc1ccc(Cl)c(Cl)c1)Nc1cccnc1	-22	-0.3	-0.7	3.1	4	-5	-7	-21	1.1	5	-7
CC(OC(=O)CN1C(=O)NC2(CCCC2)C1=O)C(=O)c1ccc(C(C)(C)C)cc1 (stereo not given)	12	-3.1	0.2	-3.6	-12	181	12	22	1.9	-1	-11
O=C(CSc1nnc(NC(=O)c2ccc(F)cc2)s1)NCc1ccco1	-9	-1.2	-2.3	0.9	1	-1	-5	-21	-2.6	12	9
CN1CCN(/N=C/c2ccc(N(C)c3ccccc3)cc2)CC1	-8	-2.4	0.6	-0.1	6	2	-6	15	1.6	-3	6
O=C(NCc1ccccc1)C(c1ccccc1)N(C(=O)c1csnn1)C1CC1 (stereo not given)	13	0.7	-2.4	3.1	-8	-3	-2	-13	2.7	12	5
COc1cc(C(=O)NCCc2cn3ccc(C)cc3n2)cc(OC)c1OC	-18	-1.1	-0.3	-1.8	-1	-4	-8	-12	-0.1	2	-2
O=C(c1ccccc1-c1ccccc1)N1CCN(c2ccccn2)CC1	-11	-0.2	0.3	-0.7	-2	3	-8	5	1.5	-1	-2
COc1cccc(CNc2ccc(F)c(Cl)c2)c1OC	10	-2.1	4.9	-0.6	5	30	0	8	2.4	-28	-11
